USP2a inh = USP2a (human) protease inhibition. USP2 core, Ub-CHOP2 coupled fluorogenic reporter, 485/531. Potency, µM (doses to about 38.3 µM), without a hit: at the top dose activity change, negative = inhibition, actives largely listed as inhibitors. 330,000 tested, 0.01% active. AID 463254;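 also: potency is read from the fitted curve at half-maximal effect; plate controls were DMSO wells for no effect and full inhibition by NEM control for full effect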
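USP2 core (10nM final) preincubated 30min RT with compound in 20mM Tris-HCl pH 8.0, 2mM CaCl2, 2mM beta-mercaptoethanol, 0.05% CHAPS; 25nM Ub-CHOP2 plus 25nM reporter substrate added, fluorescence (Ex485/Em531) read after 60min.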
ASM inhibitor = blocks human secretory acid sphingomyelinase | P17405 | placental ASM, HMU-PC fluorogenic substrate, 60 min | Potency, µM (doses to about 57.5 µM), inactives show at the highest dose activity change, negative = inhibition, usual class: inhibitors | 340,000 tested, 0.006% active | AID 504937; also: potency is read from the fitted curve at half-maximal effect
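Steps: dispense placental human ASM, pin compound, wait 10 min at room temperature, add HMU-PC0 substrate at 9 uM final, incubate 60 min at 37 °C, add stop solution raising pH to 10, read fluorescence.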
B2AR arrestin = agonists driving beta-arrestin recruitment to human beta2-adrenergic receptor; AID 492947; P07550; beta-arrestin recruitment to beta2AR, cell-based reporter; 330,000 tested, 0.02% active; Potency, µM (doses to about 46.1 µM), for the others: at the top dose activation, actives largely listed as activators;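 also: potency is read from the fitted curve at half-maximal effect; 0% = DMSO controls and full agonism = EC100 isoproterenol or metaproterenol; nearly all actives have a fitted effect of over 65% in size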
a7 integrin act = integrin-mediated muscular dystrophy alleviation activation; alpha7betagal myoblasts, beta-gal FDG fluorescence, 48 h; Potency, µM (highest dose often 38.3 µM), inactives show at the highest dose activation, actives largely listed as activators; 350,000 tested, 0.064% active;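 also: potency is read from the fitted curve at half-maximal effect; 100% = response of the positive control SU9516; nearly all actives have a fitted effect of over 60% in size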
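Alpha7betagal+/- myoblasts (passage 13) were plated 16-24 hr, then exposed to compounds (1:260 dilution of DMSO stock) for 48 hours at 37C. After MPER lysis, β-galactosidase reporter activity was read as FDG fluorescence (ex 480/em 540) after 30 minutes.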
BRCA1 expr up = increases BRCA1 expression; MCF7-BRCA1-FFLuc reporter, luminescence, 48 h; response scale: scaled: vehicle 0%, 10 µM genistein 100%; AID 624202; Potency, µM (doses to about 46.1 µM), inactives show top-dose activation, most hits filed as activators; 380,000 tested, 1.1% active; also: potency is read from the fitted curve at half-maximal effect; nearly all actives have a fitted effect of over 80% in size; some results filed as inactive show a strong effect at the top dose
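Cells: MCF7-BRCA1-FFLuc, 2000/well. Exposure: 48 h, 37 °C, 5% CO2. Read: luminescence, 15 min post-substrate. Controls: genistein 10 microM (maximal activation), DMSO (neutral).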
p53 reactivator = mutant p53 re-activation in reporter cells | H1299 p53-A138V BP100-luciferase reporter, luminescence, 24 h | Potency, µM (series often up to 92.2 µM), for inactives: at the top dose activity change, positive = activation, hits mostly activators | 320,000 tested, 0.063% active | AID 504706; also: potency is read from the fitted curve at half-maximal effect; % of control where 0% means no effect; nearly all actives have a fitted effect of over 45% in size
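H1299 (p53-null), stable ts p53-A138V + BP100-Luc; 1000 cells/well, Opti-MEM/10% FBS; cpd 4 pt, 1:5; 24 h, 37 deg C, 5% CO2; detection reagent 10 min RT; luminescence.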
PTAP TSG101 blk = blocks PTAP/TSG101 interaction to inhibit HIV-1 budding; Q99816; Fluorescence polarization, FITC-PTAP peptide / Tsg101 binding; Potency, µM (doses to about 115 µM), without a hit: top-dose activity change, negative = inhibition, usual class: inhibitors; 340,000 tested, under 10 active; active = well fitted inhibition curve with a large enough effect in the main read-out, with a control signal flat, not every such curve was filed as active; inconclusive = small, poorly fitted or top-dose-only effect, or effect the other way, or a change in a side signal; inactive = no such curve, though single readings can be large or run the other way; also: potency is read from the fitted curve at half-maximal effect; % of control where 0% means no effect
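Tsg101 binding domain (10 uM final) was mixed with compound and a FITC-labeled PTAP peptide (50 nM final) in HEPES pH 7.5 buffer with NaCl, Tween 20, EDTA and TCEP; fluorescence polarization was read after 20 min at r.t.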
Eya2 inh = blocks the phosphatase activity of human Eya2. O00167. recombinant Eya2, OMFP fluorescence dephosphorylation (OMFP is methylfluorescein phosphate). Potency, µM (highest dose often 76.9 µM), without a hit: at the highest dose activity, negative = inhibition, usual class: inhibitors. 330,000 tested, 0.006% active; also: potency is read from the fitted curve at half-maximal effect; % is scaled to controls: 0 for no effect and ±100 for the full control effect
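Eya2 (0.2 uM) preincubated 10 min at ambient with compound, then OMFP substrate added at 50 uM; 10 min reaction in 50 mM HEPES pH 7.5, 50 mM NaCl, 5 uM MgCl2, 0.05% BSA, 1 mM DTT. Fluorescence read at Ex 485/Em 525 nm.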
uPA generation = inhibitors of cell surface uPA generation; cell surface uPA generation assay, qHTS; Potency, µM (doses to about 38.3 µM), inactives show at the top dose activity change, negative = inhibition, most hits filed as inhibitors; 330,000 tested, 0.31% active; active = well fitted inhibition curve with a large enough effect; inconclusive = small, poorly fitted or top-dose-only effect; inactive = no such curve, though single readings can be large or run the other way; tested in mouse RAW 264.7 cells; also: potency is read from the fitted curve at half-maximal effect; % is scaled to controls: 0 for no effect and ±100 for the full control effect; nearly all actives have a fitted effect of over 55% in size
TRPV1 agonist = human TRPV1 agonism; Q8NER1; TRPV1-expressing cells, Fluo-8 calcium influx, agonist mode; activation, % at 8.33 µM; 320,000 tested, 0.19% active; in the data active = activation above about 80%; inconclusive = between about 30% and that limit; also: 0% is about no effect
Target sequence (Q8NER1 whole entry, looked up): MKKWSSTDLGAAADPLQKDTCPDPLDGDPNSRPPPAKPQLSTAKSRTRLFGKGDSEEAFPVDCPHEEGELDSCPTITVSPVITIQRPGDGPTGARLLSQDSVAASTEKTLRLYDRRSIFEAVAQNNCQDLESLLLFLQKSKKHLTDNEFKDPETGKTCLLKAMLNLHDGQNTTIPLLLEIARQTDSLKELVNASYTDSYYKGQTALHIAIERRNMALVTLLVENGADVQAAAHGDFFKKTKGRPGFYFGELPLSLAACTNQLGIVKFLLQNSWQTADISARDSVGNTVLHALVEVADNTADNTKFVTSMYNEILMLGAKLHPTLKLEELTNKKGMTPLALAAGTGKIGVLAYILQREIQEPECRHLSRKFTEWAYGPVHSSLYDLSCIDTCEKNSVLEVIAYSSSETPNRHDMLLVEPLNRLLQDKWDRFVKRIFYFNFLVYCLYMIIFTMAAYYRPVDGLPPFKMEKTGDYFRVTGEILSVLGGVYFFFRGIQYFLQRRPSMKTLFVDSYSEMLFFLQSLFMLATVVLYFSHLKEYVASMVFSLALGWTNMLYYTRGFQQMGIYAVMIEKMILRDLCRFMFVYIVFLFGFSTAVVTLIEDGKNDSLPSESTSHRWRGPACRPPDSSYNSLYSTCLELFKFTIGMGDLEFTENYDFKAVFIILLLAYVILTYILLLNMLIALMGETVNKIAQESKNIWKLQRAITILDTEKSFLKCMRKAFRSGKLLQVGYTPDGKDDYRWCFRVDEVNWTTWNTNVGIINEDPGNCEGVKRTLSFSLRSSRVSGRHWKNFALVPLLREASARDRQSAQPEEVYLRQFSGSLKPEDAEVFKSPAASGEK
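TRPV1-expressing cells were cultured overnight at 35.5C and loaded with Fluo-8 calcium dye for 40 to 90 min at room temperature. After a 10 s baseline, compound was added and calcium influx was read kinetically for 3 min (ex 480/em 520 nm).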
ELG1 genotox = induces genotoxicity in HEK293T cells with luciferase-tagged ELG1; HEK293T ELG1-luciferase reporter, luminescence, 16 h; Potency, µM (highest dose often 46 µM), for the others: at the highest dose activity change, positive = activation, actives largely listed as activators; 330,000 tested, 1.3% active; AID 504466; also: potency is read from the fitted curve at half-maximal effect; % of control where 0% means no effect; nearly all actives have a fitted effect of over 60% in size
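Quantitative HTS format in 1536-well plates. HEK293T ELG1-luciferase reporter cells receive test compound and are incubated 16 hr at 37 °C, 5% CO2; ONE-Glo added, 30 min room temperature, then luminescence read.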
Numbers without * were called inactive; ? = inconclusive; nt = not tested or not shown; [ ] = another dose, or the depositor's remark. Unless noted, calls follow the shape of the dose curve; as a rule, active = well fitted curve in the direction sought with a large enough effect; inconclusive = small, poorly fitted or top-dose-only effect, or another doubt; inactive = no such curve, though single readings can be large; an effect the other way counts as inactive or inconclusive.

Results follow in this order: USP2a inh | ASM inhibitor | B2AR arrestin | a7 integrin act | BRCA1 expr up | p53 reactivator | PTAP TSG101 blk | Eya2 inh | uPA generation | TRPV1 agonist | ELG1 genotox
1	CCCC(=O)N(c1ccc2oc(C)c(C(C)=O)c2c1)S(=O)(=O)c1ccc(C)c([N+](=O)[O-])c1
  1% | -2% | -0.7% | -33% | -66% | -7% | -2% | 6% | 1% | -3 | 1%
2	N#CC1=C(O)C(c2ccccc2)n2c1nc(=O)c1ccccc12 (stereo unspecified)
  1% | 16% | -0.3% | 5% | -11% | ? | -8% | -7% | 3% | 0 | -3%
3	O=C(CSc1ccc(Cl)cc1)Nc1ccccc1N1CCN(C(=O)c2ccc(Cl)cc2)CC1
  2% | 5% | 2.4% | -8% | -30% | ? | 0% | 3% | 16% | 4 | -6%
4	CC(=O)c1ccc(NC(=O)N[C@@H](CC(C)C)C(=O)O)cc1
  1% | 1% | -0.1% | -15% | -8% | 19% | -5% | 9% | 1% | -1 | 6%
5	O=C(CCc1nc2ccccc2[nH]1)N1CCc2ccccc2C1
  2% | -3% | -0.7% | 3% | 15% | 1% | -9% | -4% | -1% | -2 | 2%
6	CCN(CC(=O)Nc1ccc(NC(C)=O)cc1)C(=O)c1ccc(N(C)S(=O)(=O)c2ccc(C)cc2)cc1
  nt | -2% | nt | -9% | 0% | nt | 0% | nt | -18% | nt | nt
7	O=C(COc1ccccc1)NCc1ccc2c(c1)OCO2
  -1% | 3% | -0.6% | ? | ? | 6% | -2% | 12% | 0% | 9 | 10%
8	NCc1ccc(-c2nc3ccccc3o2)cc1
  -1% | nt | -1.2% | nt | nt | 25% | nt | 17% | nt | 14 | ?
9	COc1ccccc1C(=O)COC(=O)C(NC(=O)Cc1ccccc1)C(C)C (stereo unspecified)
  8% | 0% | -0.7% | 34% | -25% | 14% | 2% | -19% | -14% | nt | 0%
10	CCN(CC)CCCC(C)NC1=NCCCCC1 (stereo unspecified)
  2% | 3% | 0.1% | 15% | -5% | 0% | 0% | 7% | -2% | 2 | 1%
11	COc1ccc(CN2CCC(n3nccc3NC(=O)c3cccc(F)c3)CC2)cc1O
  2% | 3% | 3.7% | 0% | -14% | 27% | -4% | 4% | -18% | -3 | 3%
12	COc1cc(OC)c(C(=O)NCCCn2ccnc2)cc1OC
  4% | 1% | -0.7% | 0% | -15% | 5% | -1% | 4% | -3% | 0 | 1%
13	Cc1ccccc1OCC(O)Cn1c(NCc2ccco2)nc2c1c(=O)n(C)c(=O)n2C (stereo unspecified)
  2% | -6% | 1.0% | -46%[inhibitor] | -47% | -1% | 1% | -3% | -8% | 2 | -15%
14	CC1CC(C)CN(C(=O)CSc2nc(Cc3cccs3)nc3ccccc23)C1 (stereo unspecified)
  -9% | -16% | -0.2% | 14% | -5% | -16% | -2% | -42% | 8% | 1 | -16%
15	CCOc1ccccc1-c1cc(C(=O)N/N=C/c2cccnc2)c2ccccc2n1
  nt | 2% | nt | -29% | -34% | nt | -3% | nt | 4% | nt | nt
16	CC(C)(C)C(C(=O)O)N1CCS(=O)(=O)CC1 (stereo unspecified)
  0% | 1% | -0.2% | 4% | -3% | -1% | -1% | -16% | 4% | -1 | 3%
17	COc1ccc(-c2nc3c(c(SCC(=O)N4CCOCC4)n2)COC(C)(C)C3)cc1
  1% | 4% | 0.3% | 10% | -2%[1.84 µM] | -1% | -5% | 5% | 5% | 2 | -4%
18	Cc1ccc(C(=O)NC2CCCCC2)cc1S(=O)(=O)N1CCCC1
  1% | -1% | 1.0% | 21% | 39% | 14% | nt | 0% | 0% | -1 | 16%
19	COCCn1cc(-c2csc(N)n2)c2ccccc21
  0% | 12% | 0.2% | 16% | -17% | 7% | -27% | -9% | ? | -4 | -3%
20	Cc1ncc(CN2CCN(C3CCCC3)C(CCO)C2)s1 (stereo unspecified)
  10% | -2% | 0.1% | -57%[inhibitor] | 0% | 0% | 1% | 2% | 2% | -4 | 1%
21	CCn1c(NC(=O)c2ccccc2)c(-c2cccs2)c(=O)c2ccccc21
  -2% | 1% | 0.0% | 9% | -19% | -2% | -2% | 3% | -9% | -2 | 1%
22	O=C(CSc1nc2ccc([N+](=O)[O-])cc2[nH]1)c1ccc2ccccc2c1
  -1% | -21% | 0.0% | 20% | -21% | -2% | -3% | 1% | nt | 6 | -1%
23	COc1ccc(C(=O)Nc2ccccc2)cc1NC(=O)c1ccc([N+](=O)[O-])cc1
  0% | -8% | -0.8% | ? | 1% | 17% | 0% | -4% | -4% | -2 | -4%
24	O=C(NC1CCN(S(=O)(=O)c2ccccc2)CC1)c1ccccc1
  2% | 2% | 0.0% | 33% | 25% | -3% | -6% | -10% | -8% | 3 | 2%
25	C=CCN1C(=O)N/C(=C/c2ccc(N3CCOCC3)o2)C1=O
  5% | nt | ? | nt | nt | -17% | nt | 2% | nt | -3 | -14%
26	Cc1cccc(-c2noc(-c3c(C)noc3C)n2)c1
  3% | -5% | -0.5% | -23% | 28% | 6% | -1% | -25% | -1% | nt | 4%
27	CS(=O)(=O)N1CCC(C(=O)Nc2ccc(F)c(Cl)c2)CC1
  0% | 3% | -0.4% | -7% | 0% | 2% | -9% | 9% | 1% | 8 | 0%
28	CCCCCCn1c(CN2CCCC(C)C2)nc2c1c(=O)n(C)c(=O)n2C (stereo unspecified)
  1% | -2% | -0.3% | 4% | 32% | 7% | -1% | -1% | 3% | 12 | 24%
29	C/C(N)=C(/C#N)C(=O)CSc1nc2ccc(C)cc2[nH]1
  3% | 5% | -0.5% | -7% | 3% | ? | -13% | -2% | nt | -2 | ?
30	O=C(O)c1sccc1S(=O)(=O)N1CCOCC1
  0% | 3% | -3.0% | -13% | -6% | 8% | -5% | -8% | 9% | -1 | -1%
31	CS(=O)(=O)Nc1ccc(C(=O)Nc2ccccc2C(=O)N2CCCC2)cc1
  0% | 4% | -0.7% | 2% | 0% | 5% | -6% | 12% | 1% | 5 | 2%
32	Cn1c(Cc2csc(N)n2)nnc1SCC(=O)NCc1ccccc1
  1% | -2% | -0.5% | 16% | 8% | -5% | -6% | 5% | 11% | -7 | -2%
33	Cn1c(=O)c2cc(S(=O)(=O)NC(C(=O)Nc3cccc(F)c3)c3ccccc3)ccc2n(C)c1=O (stereo unspecified)
  -1% | -1% | -0.7% | 12% | 1% | 1% | 2% | 12% | 2% | 0 | 1%
34	COc1cc(C)c(-c2[nH]ncc2-c2csc(C)n2)c(O)c1
  -11% | 3% | -0.7% | 40% | 2% | 0% | -4% | -3% | -2% | 3 | -3%
35	Cc1ccc(C(=O)NC2CCCCCC2)o1
  0% | 3% | 0.0% | -24% | ? | 23% | -2% | -30% | 0% | 8 | 2%
36	CCOC(=O)C1CCN(S(=O)(=O)c2ccc(C)c(C)c2)CC1
  3% | 6% | 0.2% | 15% | -10% | 4% | -7% | 0% | -5% | 1 | 1%
37	Cc1cccc(OCc2nnc(SCc3cc(=O)n4cc(Br)ccc4n3)o2)c1
  0% | -6% | 0.5% | 12% | -1% | 7% | -1% | -18% | 8% | -1 | -5%
38	NS(=O)(=O)c1ccc(NC(=O)c2ccc(CNS(=O)(=O)c3cc(C(F)(F)F)ccc3Cl)cc2)cc1
  2% | -1% | -0.6% | 10µM* | -2% | -4% | 2% | 3% | 10% | 2 | -1%
39	COc1cccc(NC(=O)Cc2nnc(SCC(=O)NC3CCCC3)n2C)c1
  -5% | -3% | 0.2% | 18% | 2% | 4% | 0% | -6% | -6% | 3 | 0%
40	Cc1nc2c(C)cccc2c2c1CCN2c1ccccc1F
  4% | 230%[activator] | -0.6% | 20% | -22% | 2% | -11% | -1% | -1% | 0 | -11%
41	CCOC(=O)C(C(=O)OCC)N(C#N)c1nc(SC)nc(N(C)C)n1
  2% | 0% | 0.4% | 25% | -32% | -3% | 2% | 1% | 3% | -1 | -1%
42	O=C(O)c1ccc(/C=N/NC(=O)c2ccc3c(c2)OCCO3)cc1
  -1% | 5% | -0.2% | -19% | 28% | 8% | -3% | 3% | ? | -10 | ?
43	CC(=O)c1cc2c(cc1NC(=O)CCn1cnnn1)OCO2
  0% | 34%[activator] | 0.2% | 12% | -13% | -1% | -9% | 0% | -6% | -1 | -3%
44	COCCCN(C(=O)Cc1ccc(Cl)c(Cl)c1)c1c(N)n(Cc2ccccc2)c(=O)[nH]c1=O
  -20% | 1% | -0.7% | 18% | -6% | -6% | -3% | 0% | 0% | 3 | 1%

Screening data deposited in PubChem BioAssay by National Center for Advancing Translational Sciences (NCATS).
